# CendR NRP1 mod – modulators of CendR peptide binding to NRP-1, primary screen, biochemical, fluorescence polarization, uHTS; Neuropilin-1 (Homo sapiens), O14786; FAM-RPARPAR peptide binding to NRP-1; inhibition, % at 25 µM; hit rate 0.85% among 360,000; AID 602438, 2012;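 active means inhibition or corrected inhibition above about 18%, plus a signal ratio from 0.5 to 1.5, limit read from the data, passing the limit was not always enough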; further: strong numbers were not always called active
# Target sequence (O14786 whole entry, looked up): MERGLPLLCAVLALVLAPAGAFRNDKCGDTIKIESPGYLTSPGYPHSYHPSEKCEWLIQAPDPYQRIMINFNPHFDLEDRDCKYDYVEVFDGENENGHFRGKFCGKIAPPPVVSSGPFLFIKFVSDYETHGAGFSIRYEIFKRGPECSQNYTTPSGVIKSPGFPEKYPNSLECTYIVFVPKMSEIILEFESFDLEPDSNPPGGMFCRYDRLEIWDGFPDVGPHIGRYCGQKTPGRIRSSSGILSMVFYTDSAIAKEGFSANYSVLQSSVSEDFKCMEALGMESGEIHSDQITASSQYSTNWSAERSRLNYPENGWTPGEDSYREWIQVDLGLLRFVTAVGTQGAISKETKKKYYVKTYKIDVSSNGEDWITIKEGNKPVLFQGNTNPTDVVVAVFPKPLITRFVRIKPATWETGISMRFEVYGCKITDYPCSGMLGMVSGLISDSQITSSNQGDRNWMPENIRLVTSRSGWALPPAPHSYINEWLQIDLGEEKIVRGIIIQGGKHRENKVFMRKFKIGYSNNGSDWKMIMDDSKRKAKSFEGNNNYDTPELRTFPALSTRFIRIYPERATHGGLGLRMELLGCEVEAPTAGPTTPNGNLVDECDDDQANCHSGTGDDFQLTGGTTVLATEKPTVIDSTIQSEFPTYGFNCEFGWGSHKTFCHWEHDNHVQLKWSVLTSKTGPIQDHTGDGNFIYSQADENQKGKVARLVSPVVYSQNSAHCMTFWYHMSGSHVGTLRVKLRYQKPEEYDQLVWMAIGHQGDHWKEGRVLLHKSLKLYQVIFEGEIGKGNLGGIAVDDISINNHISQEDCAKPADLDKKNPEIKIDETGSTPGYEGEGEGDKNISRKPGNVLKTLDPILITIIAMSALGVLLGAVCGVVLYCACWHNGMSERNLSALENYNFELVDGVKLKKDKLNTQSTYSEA
# LMPTP inh – LMPTP phosphatase inhibitors, primary screen, biochemical, fluorescence intensity, uHTS. recombinant LMPTP-A, OMFP fluorogenic substrate. hit rate 0.22% among 360,000. AID 651560, 2012. Low molecular weight phosphotyrosine protein phosphatase (Homo sapiens), P24666. inhibition, % at 20 µM;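 active means compounds that cut the enzyme signal by at least half of the control window in the single-dose screen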;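 further: plate controls were DMSO wells with enzyme plus substrate for no effect and substrate without enzyme for full effect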
# Target sequence (P24666 whole entry, looked up): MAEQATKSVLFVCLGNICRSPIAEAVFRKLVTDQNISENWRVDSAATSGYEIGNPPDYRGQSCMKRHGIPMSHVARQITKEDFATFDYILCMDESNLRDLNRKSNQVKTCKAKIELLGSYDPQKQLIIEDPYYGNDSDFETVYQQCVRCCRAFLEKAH
#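 Assay system: LMPTP-A phosphatase enzyme | Input: 0.625 nM enzyme | Also added: Fluorogenic phosphatase substrate OMFP at 400 µM final | Compound dosing: One test concentration per compound, 20 µM, with 3% DMSO overall | Schedule: 50 min enzyme reaction at room temperature, protected from light | Signal: Fluorescence intensity | Benchmarks: no-enzyme and uninhibited controls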
# NadD inh – inhibitors of S. aureus NadD, primary screen, biochemical, colorimetric, uHTS; purified NadD enzyme, colorimetric absorbance read-out; inhibition, % at 20 µM; hit rate 0.78% among 360,000; AID 602399, 2012; in the data active means inhibition above about 26%; further: some compounds past the cut are filed as inactive
# Scp1 inh – Scp-1 phosphatase inhibitors, primary screen, biochemical, colorimetric, uHTS; Recombinant Scp1, phosphopeptide, malachite green phosphate absorbance; inhibition, % at 20 µM; hit rate 0.88% among 340,000; AID 493091, 2011;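 active means inhibition above about 50% at 20 µM, limit read from the data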;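 further: plate controls were DMSO wells with enzyme for no effect and wells lacking enzyme for full effect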
#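 Assay system: SCP-1 catalytic fragment, aa 76-261 | Buffer or medium: Tris acetate buffer pH 5.5 with MgCl2 and Tween-20 | Compound: One concentration, 20 µM, with 1.0% DMSO | Also added: Phospho 17-mer peptide substrate | Signal: Absorbance at 630 nm | Incubation: 45 min enzyme reaction at room temperature | Measure: % inhibition of SCP-1 phosphate liberation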
# SUMO1-SIM PPI – modulators of SUMO1 protein-protein interactions, primary screen, biochemical, uHTS; Small ubiquitin-related modifier 1 (Homo sapiens), P63165; inhibition, % at 20 µM; hit rate 0.33% among 360,000; AID 602429, 2012; SUMO1 binding to a labelled peptide, TR-FRET, 1 h; in the data active means inhibition above about 37%
# SKN-1 inh – suppressors of acrylamide-induced Pgst-4::GFP reporter in worms, primary screen, SKN-1 inhibitor project, whole organism, uHTS, GFP/RFP fluorescence ratio, strain VP596; C. elegans VP596 Pgst-4::GFP/RFP ratio, 24 h; inhibition, % at 21.8 µM; hit rate 0.49% among 360,000; AID 624304, 2012;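 active means interference check ratio from 0.5 to 1.5 plus GFP to RFP signal ratio inhibition reaching or exceeding a fixed threshold, cut at about 30% in these data, passing the limit was not always enough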; further: some compounds called inactive have numbers as strong as hits
# STEP block – STEP phosphatase inhibitors, primary screen, biochemical, fluorescence intensity, uHTS; inhibition, % at 20 µM; AID 588621, 2011; hit rate 0.25% among 360,000; recombinant STEP, OMFP fluorogenic substrate;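 active means inhibition at 20 µM, scaled per plate between control wells, above about 37%, limit read from the data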;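 further: 0% = DMSO with enzyme and substrate and 100% = substrate only without enzyme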
#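 material = STEP tyrosine phosphatase | reagent = fluorogenic phosphatase substrate OMFP at 25 µM final | doses = single compound dose of 20 µM, 1% DMSO final | schedule = 20 min reaction, room temperature, in the dark | measured by = fluorescence, 480/540 nm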
# Neddyl block – inhibitors of cullin neddylation, primary screen, biochemical, TR-FRET, uHTS, NAE and Ubc12; NEDD8-conjugating enzyme Ubc12 (Homo sapiens) + NEDD8-activating enzyme E1 regulatory …; calls only at 25 µM; hit rate 0.58% among 360,000; in the data active means inhibition above about 36%
# DNMT1 inh – human DNMT1 methyltransferase inhibitors, primary screen, biochemical, molecular beacon, fluorescence, HinP1I cleavage, uHTS; inhibition (reported as % activation of signal), % at 10 µM; hit rate 0.83% among 360,000; AID 588458, 2011; in the data active means inhibition above about 50%
# TbMetRS inhib – T. brucei MetRS inhibitors, primary screen, biochemical, luminescence | inhibition, % at 11.9 µM | hit rate 0.4% among 360,000 | methionyl-tRNA synthetase (Trypanosoma brucei brucei) | purified T. brucei MetRS, ATP depletion, Kinase-Glo luminescence;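 active means inhibition above a per-plate cutoff of the control wells' mean inhibition plus 3 SD, cut at about 5.5% in these data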;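 further: 0% = DMSO wells median and 100% = median of wells with control inhibitor compound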
#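 Material – parasite MetRS enzyme · Medium – HEPES-MgCl2-KCl buffer plus DTT, spermine, BSA, pyrophosphatase · Reagent – ATP, methionine and E. coli bulk tRNA substrates · Times – 15 min enzyme-compound preincubation, 2 h reaction, 10 min detection, 25 °C · Measured by – luminescence of leftover ATP · Evaluation – percent inhibition relative to median high and low control wells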
# Starred values were filed as active, the others as inactive; i = inactive; . = no result given.
CendR NRP1 mod	LMPTP inh	NadD inh	Scp1 inh	SUMO1-SIM PPI	SKN-1 inh	STEP block	Neddyl block	DNMT1 inh	TbMetRS inhib	SMILES
3	-1.1	-7	-2	0	4	0	i	3	-0.9	C=C(C)c1cccc(C(C)(C)NC(=O)N2CCN(c3ccccc3OC)CC2)c1
-8	-1.3	0	2	1	-5	-2	i	1	-1.7	Cn1c(=O)[nH]c(=O)c2c1nc(Br)n2CCCO
4	-0.3	6	-66	-19	4	-1	i	2	-0.1	CS(=O)(=O)N1CCC(C(=O)Nc2cccc([N+](=O)[O-])c2)CC1
-2	0.5	2	-6	0	4	1	i	-1	-0.3	O=C1NC(c2ccc(Cl)cc2)Nc2ccccc21 (stereo not drawn)
13	1.5	0	-10	0	-1	0	i	9	15*	CCc1ccc(C(=O)NNc2cc(Cl)cc(Cl)c2)cc1
15	0.2	-11	-9	1	2	-2	i	0	-0.7	COc1ccccc1/C=C/C(=O)OCc1nc2ccccc2c(=O)[nH]1
9	0.7	2	-7	0	3	-1	i	-1	-0.2	Cc1cccc(NC(=O)CN(C)CC(=O)NC(c2ccccc2)c2ccccc2)c1C
-9	-7.4	-6	-1	0	-9	-2	i	5	-0.6	COc1ccc(NC(=S)N2CCC(N(C)CCN3CCOCC3)CC2)cc1
4	0.5	-5	0	-1	25	6	i	2	0.6	COc1ccc(S(=O)(=O)N2CCC(C(N)=O)(N3CCCCC3)CC2)cc1OC
4	0.5	0	-8	2	0	2	i	-3	-0.2	O=C(CSc1ncccn1)NC(=O)Nc1ccc2c(c1)OCCO2
5	1.7	-5	19	5	5	3	i	20	-0.3	COc1ccccc1CNC(=O)c1ccc(CS(=O)(=O)c2ccc(C)cc2)o1
5	0.4	0	-5	4	-5	0	i	5	-1.5	CC(=O)Nc1c(O)nc(SCC(=O)Nc2cccc(C)c2)[nH]c1=O
3	3.7	-1	-4	-1	-3	0	i	0	-0.8	COc1ccc(CC(=O)NC(C)c2nnc(SCCC(=O)Nc3ccccc3)n2C)cc1 (stereo not drawn)
7	0.7	3	3	1	-4	0	i	10	-1.4	Cc1cccc(NC(=O)NNC(=O)c2c(Cl)c(C)nn2C)c1
-9	-6.1	-7	-7	-16	17	2	i	-10	-0.1	O=C(NCC(c1ccco1)N1CCCCC1)c1ccc(COc2ccc(Cl)cc2)cc1 (stereo not drawn)
0	-1.7	-4	-2	6	-17	0	i	0	-1.2	Cc1ccc(C)c(NC(=O)CSc2nnc(CSc3nc(C)cc(C)n3)n2Cc2ccco2)c1
0	0.2	-1	-1	-12	-13	1	i	-1	-0.8	FC(F)(F)c1ccc(N/N=C/c2cccnc2)nc1
-9	0.4	-2	-3	6	-16	5	i	-23	-0.9	CCOC(=O)c1sc(N)c(C#N)c1CSc1nnc(C2CCCCC2)n1N
-2	2.0	0	-14	5	13	7	i	-6	-0.9	CCn1c(=O)c(C(=O)NCc2ccc(OC)cc2)c(O)c2ccccc21
-7	-0.1	5	-4	-12	4	-3	i	-2	-1.0	COc1ccc(NC(=O)CSc2c3c(nc4cc(Cl)ccc24)CCCC3)cc1OC
7	-2.1	-2	11	5	7	-2	i	6	-0.9	CCc1cccc(CC)c1NC(=S)NCC(c1cccnc1)N1CCOCC1 (stereo not drawn)
5	-3.2	-3	-1	-1	-3	0	i	2	0.0	O=C(N=C1SC2CS(=O)(=O)CC2N1Cc1ccccc1)C1CCCO1 (stereo not drawn)
-21	-1.8	-1	-1	-23	3	0	i	-8	-0.5	O=C(OCc1nnc(-c2ccccc2)o1)c1ccc([N+](=O)[O-])o1
3	-0.8	1	-6	9	9	1	i	0	0.0	CCc1ccc(NC(=O)C2CCN(c3c(N4CCCC4)c(=O)c3=O)CC2)cc1
5	0.2	5	1	0	-9	-3	i	0	1.0	O=C(COC(=O)C1CC(=O)N(c2ccc3c(c2)OCCO3)C1)NC1CCCc2ccccc21 (stereo not drawn)
-4	-0.8	-1	-7	-2	-1	-3	i	-8	-1.2	COc1ccccc1-c1noc(CCC(=O)Nc2cccc(C)c2)n1
3	-0.8	-3	-7	0	-5	3	i	0	-0.2	COC(=O)c1c(NC(NC(=O)c2ccccc2)(C(F)(F)F)C(F)(F)F)sc2c1CCN(C)C2
10	0.3	-4	-5	1	26	-3	i	-1	-0.5	CC(=O)Nc1coc2ccc(Br)cc12
-10	-1.4	-2	0	4	-11	2	i	-1	-0.2	O=C(CSc1cn(Cc2ccccc2)c2ccccc12)N1CCOCC1
5	5.8	6	5	7	0	5	i	30	-0.4	CCOc1ccc(C(=O)Nc2ccc(N3CCN(C(=O)c4ccco4)CC3)cc2)cc1Br
-4	-0.9	-8	-7	-1	-2	-3	i	-1	0.0	CC(=O)c1ccc(NC(=O)C(C)OC(=O)COc2ccc(C#N)cc2)cc1 (stereo not drawn)
-7	-0.9	1	-4	1	0	-6	i	4	0.0	OC1CCCN(Cc2nc(Cc3ccccc3Cl)no2)C1 (stereo not drawn)
4	-0.4	1	0	0	9	-1	i	-3	-0.5	CN(C)c1nc(Nc2ccccc2)nc(N(C)C)n1
1	-0.9	-4	-4	1	-7	21	i	2	-0.4	O=C(O)CN1CCN(Cc2ccc(F)cc2Cl)C1=O
-11	1.2	13	-2	2	2	1	i	-9	-0.7	CC(=O)C(Sc1nn(C)c(=S)s1)C(=O)Nc1ccccc1 (stereo not drawn)
-7	-3.0	-9	-10	-4	-13	2	i	-2	-0.9	CN1CCN(c2ccc(Cl)cc2NC(=O)/C=C/c2ccc(F)cc2)CC1
14	3.5	-6	0	-2	9	-1	.	-4	-0.7	COc1ccc(OC)c(-c2csc(NC(=O)c3ccccc3F)n2)c1
1	-1.4	-3	.	0	-17	-3	i	3	0.5	CC1=C(C(=O)N(C)C)CC(CC(=O)NC2CC2)C(=O)N1Cc1ccc(C(C)(C)C)cc1 (stereo not drawn)
-7	0.5	8	-1	8	-3	-2	i	-1	-0.5	COc1ccc(-n2c(Cc3cccn3C)nnc2SCC(=O)Nc2ccccc2F)cc1
-5	2.2	-2	-2	2	1	2	i	4	-1.6	Cc1ccc(C(=O)Nc2ccc(N3CCN(S(C)(=O)=O)CC3)cc2)cc1C
3	-1.2	28	0	2	-2	-2	i	-36	-0.4	C#CCOCCOCCOCCNc1nc(N2CCOCC2)nc(N2CCN(C(=O)[C@H](Cc3cc4ccccc4[nH]3)n3cc([C@@H](N)Cc4ccc(O)cc4)nn3)CC2)n1
25	-0.2	-6	-9	0	-6	-2	i	7	-1.5	COc1ccccc1S(=O)(=O)Nc1cc(S(=O)(=O)N2CCCCC2)ccc1N1CCOCC1
0	1.3	-4	-14	5	7	3	i	1	-0.1	O=C(NCc1ccccc1Cl)c1ccccc1Oc1ccccc1
-4	-1.1	3	-9	-2	-3	-2	i	-10	-0.7	Cc1cc(NC(=O)c2ccco2)ncc1NC(=O)CCc1ccccc1
7	-0.5	-6	-11	2	6	-1	i	2	-0.6	OC(Cn1cncn1)(c1ccc(F)cc1)c1ccc(Cl)cc1 (stereo not drawn)
6	-0.1	2	-6	-18	2	1	i	-5	-0.2	Cc1nn(CCC(=O)NNC(=S)Nc2ccc([N+](=O)[O-])cc2)c(C)c1[N+](=O)[O-]
-8	-0.3	7	7	4	-17	1	i	2	0.4	NC(=O)c1cc(S(=O)(=O)Nc2cccc(F)c2)co1
5	-0.8	-4	-1	1	15	-2	i	-2	-0.2	O=C(Cc1ccc(Cl)cc1)NNC(=O)c1cnccn1
9	-1.2	1	2	0	-11	1	i	13	0.0	O=C1OC(c2ccccc2)=NC12CC2c1ccc(Cl)cc1 (stereo not drawn)
0	-0.6	8	-5	13	5	-1	i	3	-1.0	COc1ccc(OCC(=O)NC(=S)Nc2ccc(S(=O)(=O)Nc3cc(OC)nc(OC)n3)cc2)cc1
22	0.6	-4	-14	-4	1	2	i	-2	-0.3	CC1(c2nnc(-c3ccccc3)o2)CC(c2ccc([N+](=O)[O-])cc2)=NO1 (stereo not drawn)
-1	-3.0	2	1	-41	9	0	i	4	0.1	O=C(c1ccccc1)c1ccc(NCCCn2ccnc2)c([N+](=O)[O-])c1
-6	0.3	-3	1	1	-2	-1	i	1	-0.2	CCOC(=O)C1(Cc2ccc(OC)cc2)CCN(C(=O)CCn2cccn2)CC1
-9	0.2	3	5	-1	12	-4	i	15	-0.5	COc1ccc(S(=O)(=O)N2CCOCC2)cc1NC(=O)COC(=O)c1oc2ccccc2c1C
-4	-0.3	4	0	-28	-6	0	i	0	-0.9	CC1CCCC(N2CCN(C(=O)c3ccc([N+](=O)[O-])cc3)CC2)C1 (stereo not drawn)
-3	-1.3	-2	-10	5	-5	-4	i	1	2.4	O=C(NC(=S)NCC1CCCO1)c1ccc(Cl)cc1Cl (stereo not drawn)
-20	-0.2	-4	-8	3	3	-4	i	-5	0.3	CCCCC(=O)NC(=S)Nc1cccc(NC(=O)c2ccco2)c1

# One compound at a time, from the list above. Screens in order: CendR NRP1 mod, LMPTP inh, NadD inh, Scp1 inh, SUMO1-SIM PPI, SKN-1 inh, STEP block, Neddyl block, DNMT1 inh, TbMetRS inhib
# Listed for `CN1CCN(c2ccc(Cl)cc2NC(=O)/C=C/c2ccc(F)cc2)CC1` = -7, -3.0, -9, -10, -4, -13, 2, i, -2, -0.9
# Listed for `O=C(c1ccccc1)c1ccc(NCCCn2ccnc2)c([N+](=O)[O-])c1` = -1, -3.0, 2, 1, -41, 9, 0, i, 4, 0.1
# Listed for `CN(C)c1nc(Nc2ccccc2)nc(N(C)C)n1` = 4, -0.4, 1, 0, 0, 9, -1, i, -3, -0.5
# Listed for `OC1CCCN(Cc2nc(Cc3ccccc3Cl)no2)C1` (stereo not drawn) = -7, -0.9, 1, -4, 1, 0, -6, i, 4, 0.0
# Listed for `COc1ccccc1S(=O)(=O)Nc1cc(S(=O)(=O)N2CCCCC2)ccc1N1CCOCC1` = 25, -0.2, -6, -9, 0, -6, -2, i, 7, -1.5

# From PubChem
